OXTR agonist – human OXTR agonism | P30559 | CHO-OTR cells, Fluo-8 calcium fluorescence; normalized: DMSO 0%, oxytocin 100% | activation, % at 3 µM | 320,000 compounds, 0.32% hits | AID 2435;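 active means activation above the mean of all tested compounds plus 3 SD, cutoff set per screening run, cut at about 20% in these data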;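 further: peak over basal fluorescence ratio from a 100 s FLIPR kinetic read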
Target sequence (P30559 whole entry, looked up): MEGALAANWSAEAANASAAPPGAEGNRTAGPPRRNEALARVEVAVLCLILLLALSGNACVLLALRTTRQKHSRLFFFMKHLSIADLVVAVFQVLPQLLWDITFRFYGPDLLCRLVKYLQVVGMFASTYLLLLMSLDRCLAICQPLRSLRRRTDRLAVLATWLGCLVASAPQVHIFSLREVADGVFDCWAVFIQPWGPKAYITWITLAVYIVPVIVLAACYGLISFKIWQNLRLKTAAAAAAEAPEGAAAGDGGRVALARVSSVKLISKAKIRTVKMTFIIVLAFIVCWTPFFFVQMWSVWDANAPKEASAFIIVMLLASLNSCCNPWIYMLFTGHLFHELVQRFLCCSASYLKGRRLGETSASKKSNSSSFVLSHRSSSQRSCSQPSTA
Numbers without * were called inactive. A portion of the library, so the mix of outcomes need not match the whole.

SMILES | OXTR agonist
CCCn1c(N)c(C(=O)CSc2nc(C3CC3)n(-c3ccccc3)n2)c(=O)[nH]c1=O | 1.1
Cc1ccc(CN2CC(C(=O)N3CCN(S(=O)(=O)c4ccc(C)cc4C)CC3)CC2=O)cc1 (stereo not given) | 2.9
Cc1cc(Cl)ccc1OCC(=O)NNC(=O)C1CSC2(C)CCC(=O)N12 (stereo not given) | 0.2
CCN(CC(=O)Nc1c(F)cccc1F)C(=O)C1CCN(C(=O)c2ccc(Cl)cc2)CC1 | 0.3
COc1ccc(NC(=O)CSCC(=O)NCc2ccco2)cc1 | -0.1
C=CC[C@@H](CC(=O)N[C@H](CO)Cc1ccccc1)C(=O)NCCOC(=O)[C@@H](CC=C)CC(=O)OC(C)(C)C | -0.3
CC(OC(=O)C1CC(=O)N(Cc2ccco2)C1)C(=O)Nc1ccc(F)cc1Cl (stereo not given) | 0.6
COc1ccccc1OCC(=O)Nc1cc(Cl)ccc1N1CCCCC1 | -0.8
Cc1ccc(Nc2nnc(SCC(=O)c3c(N)n(C4CC4)c(=O)[nH]c3=O)s2)cc1C | 1.2
C/C=C/C=C/C(=O)O | 1.7
CSc1cccc(N2CC(C(=O)Nc3cccc(S(=O)(=O)N4CCCC4)c3)CC2=O)c1 (stereo not given) | -0.1
O=C(C[C@H]1C/C=C\C[C@H](NC(=O)OCC2c3ccccc3-c3ccccc32)C(=O)OC[C@H]2CCCN2C1=O)NCCO | -0.5
C[C@]12CC[C@H](O)CC1=CCC1C2CC[C@@]2(C)C1CCC21OCCO1 (stereo not given in full) | -0.3
CC(=O)c1c(C)[nH]c(C(=O)COC(=O)c2cccs2)c1C | 9.7
Cc1cc(NC(=O)CSc2nnc(-c3cccc(F)c3)n2N)no1 | -1.4
COc1ccc(C(=O)Nc2ccc(S(=O)(=O)N3CCOCC3)cc2)cc1 | 1.7
COc1ccc(NC(=O)C2CCN(S(=O)(=O)c3cccs3)CC2)cc1OC | 1.8
CCN(CC)C(=O)[C@H]1CC(CC(=O)NCCC2=CCCCC2)C(=O)N2CCc3c([nH]c4ccccc34)[C@]12C (stereo not given in full) | -2.0
CCOc1ccc(/C=C/C(=O)N(CC)CC(=O)Nc2ccc3c(c2)OCCO3)cc1OC | -2.7
CSCCC(NC(=O)c1ccccc1)C(=O)N1CCN(C(=O)c2ccccc2)CC1 (stereo not given) | -0.5
COc1cc(/C=C/C(=O)N(C)CC(=O)Nc2ccccc2SC)cc(OC)c1OC | 3.8
CCCN(C(=O)Cc1coc2cc(C)c(C)cc12)c1c(N)n(Cc2ccccc2)c(=O)[nH]c1=O | -0.3
Cc1cc(C)n(CC(=O)NNC(=O)c2cncc(Br)c2)n1 | 0.8
Cc1cc(C(=O)C(C)OC(=O)c2ccc(NC(=O)CC#N)cc2)c(C)n1-c1ccc(OC(F)F)cc1 (stereo not given) | 2.4
COc1ccc(C(=O)NCCOc2cccc(Oc3ccccc3)c2)cc1OC | -0.5
COc1ccc(OCCCC(=O)OC(C)C(=O)Nc2ccc(C)cc2)cc1 (stereo not given) | 1.2
CC(C)Oc1ccc(C(=O)NCC(=O)N2CCN(S(=O)(=O)/C=C/c3ccccc3)CC2)cc1 | 1.1
CCn1c(COC(=O)CNC(=O)c2cc(OC)c(OC)c(OC)c2)nc2cc(S(=O)(=O)N(C)C)ccc21 | 1.3
Cc1cc(C(=O)OCC(=O)Nc2ccccc2Br)c(C)o1 | -0.7
O=C(NNC(=O)C1CCN(S(=O)(=O)c2c(Cl)cccc2Cl)CC1)c1ccccc1O | -0.9
Cc1ccc(S(=O)(=O)N(C)CC(=O)N(CC(C)C)C2CCS(=O)(=O)C2)cc1 (stereo not given) | 0.1
CCCN(CC(=O)Nc1ccccc1C)C(=O)c1ccc2c(c1)OCO2 | -0.9
O=C(CNC(=O)c1ccc(Br)cc1)Nc1ccc2c(c1)CCC2 | 0.3
O=C(CNC(=O)c1cccs1)Nc1ccncc1 | 0.7
CCN(CC(=O)NC1CCS(=O)(=O)C1)S(=O)(=O)c1ccc(Br)cc1 (stereo not given) | 0.8
CCOC(=O)C1=C(COC(=O)c2ccccc2[N+](=O)[O-])NC(=O)NC1C (stereo not given) | -0.6
Cc1c(C(=O)Nc2nccs2)oc2ccc(F)cc12 | -0.5
O=C(Cn1cc([N+](=O)[O-])ccc1=O)NC1CCCCC1 | -0.4
CN(C)S(=O)(=O)c1cccc(NC(=O)c2ccc3c(c2)OCCO3)c1 | 0.0
COc1ccc(/C=C/C(=O)OCC(=O)N2CCCCCC2)cc1OC | 1.3

Structural class: the compounds so far with a thiophene ring, fused or not
SMILES | OXTR agonist
CC(=O)c1c(C)[nH]c(C(=O)COC(=O)c2cccs2)c1C | 9.7
COc1ccc(NC(=O)C2CCN(S(=O)(=O)c3cccs3)CC2)cc1OC | 1.8
O=C(CNC(=O)c1cccs1)Nc1ccncc1 | 0.7

The listing picks up with the six entries that preceded the break.
SMILES | OXTR agonist
CCN(CC(=O)NC1CCS(=O)(=O)C1)S(=O)(=O)c1ccc(Br)cc1 (stereo not given) | 0.8
CCOC(=O)C1=C(COC(=O)c2ccccc2[N+](=O)[O-])NC(=O)NC1C (stereo not given) | -0.6
Cc1c(C(=O)Nc2nccs2)oc2ccc(F)cc12 | -0.5
O=C(Cn1cc([N+](=O)[O-])ccc1=O)NC1CCCCC1 | -0.4
CN(C)S(=O)(=O)c1cccc(NC(=O)c2ccc3c(c2)OCCO3)c1 | 0.0
COc1ccc(/C=C/C(=O)OCC(=O)N2CCCCCC2)cc1OC | 1.3
CCc1cccc(NC(=O)CSc2nnc(Cc3ccc(OC)cc3)c(=O)[nH]2)c1 | 0.2
Cc1cccc(C)c1NC(=O)CN(C)C(=O)c1ccccc1Cc1ccccc1 | -1.6
Cc1cc(C)c2nc(N(CCCN(C)C)C(=O)c3ccc(S(=O)(=O)N4CC(C)OC(C)C4)cc3)sc2c1 (stereo not given) | 6.6
O=C(Nc1ccc(OC(F)(F)F)cc1)c1ccccc1-n1cnnn1 | 4.7
CCOC(=O)c1c(C)[nH]c(C(=O)OCC(=O)c2ccccc2)c1C | -0.5
COc1ccccc1N(C)S(=O)(=O)c1ccc(C)c(C(=O)NCc2ccccn2)c1 | -0.4
CC(C)(C)OC(=O)CNC(=O)c1[nH]cnc1C(=O)NC1CCNCC1 | 0.3
CCC(C)Sc1cccc(-c2nc3ccc(C)cn3c2NC2CCCCC2)c1 (stereo not given) | -2.2
CC(C)(C)OC(=O)C[C@H]1C/C=C\C[C@@H](CC(=O)N[C@@H](CO)Cc2ccccc2)C(=O)NC[C@@H](c2ccccc2)OC1=O | 0.9
O=C(NCc1ccccc1Cl)C(=O)NCC1CCCN1S(=O)(=O)c1cccs1 (stereo not given) | -0.7
CCc1cn(C2CC(O)C(CO)O2)c(=O)[nH]c1=O (stereo not given) | -0.2
COc1ccccc1NS(=O)(=O)c1cc2c3c(c1)CCN3C(=O)CC2 | -0.1
CCOc1ccc(OCC(=O)OCC(=O)N2CCN(C(=O)c3ccco3)CC2)cc1 | -0.9
CCOc1ccc(S(=O)(=O)Nc2cccc(C(=O)N3CC(C)OC(C)C3)c2)cc1 (stereo not given) | 1.8
COc1ccc(C(CNC(=O)CNC(=O)c2ccc(F)cc2)N2CCCC2)cc1 (stereo not given) | 0.8
Cc1noc(C)c1CSCC(=O)Nc1ccc(OC(F)F)c(Cl)c1 | 5.0
CN(CC(=O)Nc1ccccc1Cl)C(=O)c1ccc(N2CCCCCC2)c([N+](=O)[O-])c1 | -0.5
COc1ccc(C(=O)C(C)OC(=O)c2sc(C)nc2C)cc1 (stereo not given) | 0.3
Cc1ccc2nc3n(c(=O)c2c1)-c1cc(Cl)ccc1C(=O)NC3Cc1ccccc1 (stereo not given) | -0.6
O=C(CCC(=O)c1cccs1)NCc1cccc(Cl)c1 | -2.7

An excerpt from above in order of SMILES length, lowest first:
SMILES | OXTR agonist
CCc1cn(C2CC(O)C(CO)O2)c(=O)[nH]c1=O (stereo not given) | -0.2
Cc1ccc2nc3n(c(=O)c2c1)-c1cc(Cl)ccc1C(=O)NC3Cc1ccccc1 (stereo not given) | -0.6
CN(CC(=O)Nc1ccccc1Cl)C(=O)c1ccc(N2CCCCCC2)c([N+](=O)[O-])c1 | -0.5

(listing goes on)
SMILES | OXTR agonist
Cc1ccc(NC(=O)CN(C)C(=O)COc2ncnc3ccc(Br)cc23)cc1 | 0.9
CN(CC(=O)Nc1ccc(F)c(F)c1F)C(=O)c1cc(-c2ccncc2)nc2ccccc12 | -0.1
CCOc1ccc(C(=O)NCC(=O)NCC(c2ccc(OC)cc2)N2CCCC2)cc1 (stereo not given) | -0.4
COC(=O)c1ccc(NC(=O)COC(=O)COc2cccc3c2OC(C)(C)C3)cc1 | 4.6
Cc1ccc(OCC(=O)NNC(=O)c2ccccc2OCc2c(C)noc2C)cc1 | -1.9
COc1ccc(CN2CCN(C(=O)c3c(-c4ccccc4)noc3C)CC2)cc1F | 4.3
O=C(NCCC1=CCCCC1)c1ccc(-n2cncn2)c([N+](=O)[O-])c1 | -1.0
COc1ccc(S(=O)(=O)N2CCOCC2)cc1NS(=O)(=O)c1ccc(F)c(F)c1 | 2.9
CCN(CC(=O)Nc1cc(Cl)ccc1C)C(=O)c1oc2ccc(OC)cc2c1C | -2.4
COc1cc(OC)c(N(C)S(=O)(=O)c2cccc(C(=O)Nc3nccs3)c2)cc1Cl | 3.6
Oc1ccccc1-c1ccn[nH]1 | 1.1
CN(Cc1ccccc1Br)C(=O)CN1C(=O)NC2(CCCCCC2)C1=O | -0.2
CC(=O)c1cccc(NC(=O)C(C)OC(=O)CCCN=C2NS(=O)(=O)c3ccccc32)c1 (stereo not given) | 0.6
COc1ccc(-c2cccc3c2NC(=O)C3=O)cc1OC | 1.8
CC(NC(=O)c1ccc(Cl)c(S(=O)(=O)N2CCCCCC2)c1)c1cccnc1 (stereo not given) | 0.2
O=C(C[C@H]1C/C=C\CC[C@H](Cc2ccc(F)cc2)C(=O)OC[C@H]2CCCN2C1=O)N[C@@H](CO)Cc1ccccc1 | 1.6
Cc1ccc(NC(=O)COC(=O)CNC(=O)C2CCCCC2)cc1S(=O)(=O)N(C)C | 1.3
COc1ccc(OC)c(CN2CCN(C(=O)CNC(=O)c3ccc(C(C)(C)C)cc3)CC2)c1 | 3.4
CC1CC(C)CN(CCCNC(=O)c2c(O)nc3ccccn3c2=O)C1 (stereo not given) | 0.6
CC(=O)c1ccc(NC(=O)C(C)Sc2nnc3ccccn23)cc1 (stereo not given) | -0.4
Cc1ccc(S(=O)(=O)NCC(=O)OCC(=O)Nc2ccc3c(c2)OCCO3)cc1 | -1.5
O=C(COC(=O)c1cc(Br)ccc1O)NNC(=O)c1ccc(Cl)cc1 | 0.6
COc1ccc(-c2cc(C(=O)N/N=C/c3cc(OC)c(OC)cc3OC)c3ccccc3n2)cc1 | 0.3
O=C(c1cc(-c2ccccc2Cl)nc2ccccc12)N1CCN(c2ccccn2)CC1 | -1.1
CCOc1ccc(S(=O)(=O)N2CCCCC2)cc1NC(=O)C1CCC1 | -1.7
COc1cccc(NC(=O)CN(C)C(=O)c2cc3c(s2)CCC3)c1 | -1.9
Cc1sc2nc(CSC(C)C(=O)Nc3cc(S(C)(=O)=O)ccc3Cl)[nH]c(=O)c2c1C (stereo not given) | 0.7
C=CCN1C(=O)C(CC(=O)O)S/C1=N/N=C/c1ccc(N(CC)CC)cc1 (stereo not given) | -0.5
Cc1cc(-n2c(C)cc(C(=O)COc3cc(F)ccc3[N+](=O)[O-])c2C)no1 | -0.5
Cc1cc(SCC(=O)N2CCN(C(=O)c3ccco3)CC2)c(C)cc1Br | 4.7
COc1ccc([C@H]2CC(=O)C=C(c3ccc(C)c4ccccc34)C2)cc1 | 1.1
COc1ccc(NC(=O)CSc2nc3nc(C)cc(C)c3c(=O)[nH]2)cc1OC | 2.6
COC(=O)c1ccccc1S(=O)(=O)N1CCC(C(=O)Nc2ccc(N3CCOCC3)cc2)CC1 | 2.1
Cc1ccccc1CCNC(=O)c1cc(C2CC2)nc2c1cnn2C(C)C | -0.6
COc1ccccc1CNC(=O)COc1ccccc1C(=O)c1cnn(-c2ccccc2)c1 | -2.1
CNC(=O)c1ccsc1NC(=O)CCS(=O)(=O)c1ccc(Cl)cc1 | -0.3
CC(NC(=O)c1ccc(NC(=O)CC2SC(N3CCCC3)=NC2=O)cc1)c1ccccc1 (stereo not given) | -0.8
CCCn1c(N)c(N(CCOC)C(=O)CSc2ccccc2)c(=O)[nH]c1=O | -0.3
CCCCN1CC(=O)N2[C@H]3c4cc(C)ccc4OC[C@@H]3[C@H](C(=O)OCC)[C@]2(C)C1=O | -0.8
CN(CC(=O)O)C(=O)c1ccccc1 | 0.9
Cc1noc(C)c1COc1ccc(C(=O)NCCc2ccc(F)cc2)cc1 | -0.2
O=C(CSc1ncn[nH]1)NNC(=O)c1ccccc1 | 1.6
Nc1ccc(O)c2ccccc12 | 2.8
COc1ccccc1-c1nnc2n1N=C(c1ccc(OC(F)F)c(OCC3CC3)c1)CS2 | 3.9
COc1ccc(S(=O)(=O)N(C)C[C@H]2Oc3ccc(NC(=O)NC4CCCCC4)cc3C(=O)N([C@H](C)CO)C[C@@H]2C)cc1 | 0.9
O=C(COc1ccccc1)NCC(c1ccco1)N1CCN(c2ccc(F)cc2)CC1 (stereo not given) | -1.4
O=C(NNC(=O)c1ccccn1)c1ccc(OC(F)F)cc1 | 1.5
CCc1nc2ccccc2c(C(=O)OCC(=O)N2CC(C)OC(C)C2)c1C (stereo not given) | -0.9
COc1ccc(C)cc1NC(=O)COC(=O)CCC(=O)c1cccs1 | -1.1
O=C(COC(=O)c1nc(Cl)ccc1Cl)c1ccccc1Cl | -2.7
COc1ccc(OC)c(-c2csc(NC(=O)C3CSC4(C)CCC(=O)N34)n2)c1 (stereo not given) | -2.8
OCC[C@H]1C[C@@H](O)[C@H](O)[C@@]2(OCCc3ccccc32)O1 | 0.4

In a second layout: results already given
smiles	OXTR agonist
O=C(COc1ccccc1)NCC(c1ccco1)N1CCN(c2ccc(F)cc2)CC1 (stereo not given)	-1.4
O=C(NNC(=O)c1ccccn1)c1ccc(OC(F)F)cc1	1.5
CCc1nc2ccccc2c(C(=O)OCC(=O)N2CC(C)OC(C)C2)c1C (stereo not given)	-0.9
